# GalR3 antag – human GalR3 antagonism. HEK293 GalR3-CNG cAMP membrane potential fluorescence; galR3 body fused to GalR1 C-terminus. inhibition, % at 3 µM. hit rate 0.44% among 360,000;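 active means inhibition above the screen-wide average plus 3 SD, cut at about 13% in these data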;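 further: forskolin and galanin both at EC90 stimulate the cells; cAMP rise reported by CNG channel membrane potential dye signal; 0% = forskolin plus galanin with DMSO and 100% = forskolin alone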
# CRFBP-R2 block – antagonists of CRF-binding protein/CRF-R2 receptor complex | HEK293 CRF-R2/CRF-BP, CRF-induced calcium fluorescence | inhibition, % at 11.8 µM | hit rate 0.59% among 350,000;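 active means inhibition of the ligand-induced calcium signal above about 50% at the single tested concentration, limit read from the data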
# IDE cell inh – inhibitors of human insulin-degrading enzyme in cells. AID 434962. HEK cells, FAbetaB cleavage, fluorescence polarization. P14735. inhibition, % at 5.59 µM. hit rate 0.41% among 320,000;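 active means percent inhibition above the average of all tested compounds plus 3 SD, set per screening campaign, cut at about 16% in these data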;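 further: IDE supplied by intact live HEK cells; FP after avidin binding of uncleaved biotin substrate so inhibition keeps polarization high; 0% = DMSO wells and 100% = 60 µM reference IDE inhibitor Ii1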
# VIM-2 inh – inhibitors of Pseudomonas aeruginosa VIM-2 metallo-beta-lactamase; purified VIM-2, nitrocefin hydrolysis, epi-absorbance fluorescence; inhibition, % at 5.6 µM; hit rate 0.89% among 290,000;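 active means inhibition above the mean of all tested compounds plus 3 SD, cutoff set per screening run, cut at about 7.5% in these data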;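 further: red hydrolysis product quenches plate fluorescence so inhibitors raise well fluorescence; 0% = enzyme with DMSO and 100% = DMSO without enzyme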
# IDE cell activ – boosts human insulin-degrading enzyme activity in HEK cells; P14735; FAbeta-B cleavage, fluorescence polarization; 0% vehicle, 100% cell-free pure enzyme wells; activation, % at 5.96 µM; hit rate 0.073% among 340,000; AID 493087;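 active means activation above the mean of all tested compounds plus 3 SD, set per screening campaign, cut at about 17% in these data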
# p-CIP stab down – compounds decreasing mouse p/CIP protein stability. F442A p/CIP-EGFP cells, EGFP fluorescence, 16 h. decrease of EGFP signal, % at 10 µM. hit rate 0.01% among 290,000. AID 1984;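 active means EGFP signal decrease of at least 30% at 10 µM or well 3 SD below plate mean, unless failing retest; inactive means the rest, including hits failing retest or dose response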; further: some compounds called inactive have numbers as strong as hits; many of its hits are not listed in these tables
# IMP-1 inhibitor – inhibitors of Pseudomonas aeruginosa IMP-1 metallo-beta-lactamase | inhibition, % at 5.6 µM | hit rate 0.45% among 290,000 | purified IMP-1, nitrocefin hydrolysis, epi-absorbance fluorescence | AID 1556;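 active means inhibition above the mean plus 3 SD of all compounds in the same screening run, cut at about 4.5% in these data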;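 further: 0% = IMP-1 with DMSO and 100% = DMSO wells lacking enzyme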
#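 System: Purified IMP-1 | Read-out basis: Percent enzyme inhibition | Controls: IMP-1 with DMSO as 0%, enzyme-free DMSO as 100% | Replicates: One well per compound | Doses: 5.6 µM nominal single concentration | Detection: Epi-absorbance fluorescence, 480 nm excitation, 530 nm emission | Incubation: 25 °C, 15 min preincubation, 25 min reaction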
# NS3 helicase inh – inhibitors of Hepatitis C virus NS3 helicase; NS3 helicase DNA unwinding, Cy5 molecular beacon fluorescence; AID 1800; hit rate 0.56% among 290,000; inhibition, % at 10.9 µM;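 active means inhibition above the mean of all tested compounds plus 3 SD, set per campaign, cut at about 35% in these data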;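 further: 0% = DMSO wells and 100% = thioflavine S control wells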
#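 Compound dosing – single dose, 10.9 µM nominal final, DMSO 0.8% final · System – NS3 helicase fragment of HCV · Buffer or medium – MOPS pH 6.5, MgCl2, DTT, Tween20, BSA · Signal – Cy5 beacon fluorescence read at start and 1 h · Also added – annealed dual-labelled DNA beacon duplex, ATP-started · Schedule – 1 h at 25 °C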
# UBC9 SUMO inh – SUMOylation inhibition; inhibition, % at 35 µM; AID 2006; hit rate 0.36% among 290,000; HTRF SUMOylation assay, SAE1/SAE2 + UBC9, in vitro; in the data active means inhibition above about 50%, passing the limit was not always enough; further: strong numbers were not always called active
# An asterisk follows results filed as active; x = not tested or not shown.
SMILES,GalR3 antag,CRFBP-R2 block,IDE cell inh,VIM-2 inh,IDE cell activ,p-CIP stab down,IMP-1 inhibitor,NS3 helicase inh,UBC9 SUMO inh
Cc1ccc(NC(=O)C2CCN(S(=O)(=O)c3ccc4[nH]c(=O)ccc4c3)CC2)c(C)c1,1,11,-2,-1.3,3,-2,-1.4,-5,10
Cc1ccc(NC2=NC3(CCCC3)N=C(N)N2)c(C)c1,-4,-2,-1,-1.6,4,-4,-1.7,8,4
O=S(=O)(NC1CCCCC1)c1cccs1,-4,-11,-5,2.1,5,-12,-2.5,-10,17
CC(=O)c1cnc(SCCN2C(=O)c3ccccc3C2=O)nc1C,-5,-8,4,0.5,6,-1,-1.1,6,16
CC(C)Oc1ccccc1/C=N/Nc1ccccc1[N+](=O)[O-],8,-5,-3,-2.7,9,-7,-2.2,-2,0
COc1ccc(CCNc2nc(-c3sc(N)nc3C)cs2)cc1OC,-3,13,4,0.2,-2,-11,0.2,0,6
COc1ccc(C(=O)CCc2nc3ccccc3s2)cc1,-2,-9,2,-4.9,4,2,-4.1,-11,4
O=C(Cc1ccccc1)N/N=C/c1cccc([N+](=O)[O-])c1,2,13,0,-3.4,3,0,-2.9,-5,13
COc1cc(CNC(C)(C)C)ccc1OCC(=O)NC(C)(C)C,3,0,-5,-2.6,7,-6,-2.1,0,13
FC(F)(F)c1cnc(Oc2ccccc2-c2nnc(-c3ccc(Cl)cc3)o2)c(Cl)c1,-3,-17,0,-1.4,3,-7,-0.9,6,5
CCn1c(SC(C)C(=O)Nc2ccc(N3CCOCC3)cc2)nnc1C1CC1 (stereo not given),-7,7,-3,x,5,x,x,x,x
C/C=C/c1ccc(OCCCCOc2ccccc2F)c(OC)c1,-4,49,-2,-3.0,-1,0,-3.2,-5,-8
O=C(NCC1CCCO1)c1ccc(NC(=O)C2CCCCC2C(=O)O)cc1 (stereo not given),-1,-7,-1,-0.1,-3,-6,-2.5,-3,-22
CC1CCN(CC(O)COC2CCC(C(C)(C)C)CC2)CC1 (stereo not given),-2,13,11,-4.7,-4,-18,-3.9,-12,27
Cc1ccc(S(=O)(=O)N(C)c2ccc(C(=O)N3CCc4ccccc4C3)cc2)cc1,-2,5,0,-4.2,1,-21,-2.1,-16,-2
CC1CCN(c2ccc3c(c2)S(=O)(=O)c2cccc(C(=O)NCc4cccc(F)c4)c2C3=O)CC1,-1,-29,24*,x,-13,x,x,x,x
CCN(CC)C(=O)Sc1cccc2cccnc12,-3,18,-3,-1.6,1,-7,-2.1,3,18
C=CCn1c(SCC(=O)Nc2ccc(C)cc2C)nnc1-c1cccnc1,0,-10,2,-3.4,-8,-12,1.1,-6,9
COc1ccc(N2CCN(C(=O)CCNS(=O)(=O)c3ccc4c(c3)CCC(=O)N4)CC2)cc1,-3,2,5,0.0,4,-2,-1.2,-3,26
CCOC(=O)C1=C(C)n2c(s/c(=C3\C(=O)Nc4ccccc43)c2=O)=NC1c1ccc(OC)cc1 (stereo not given),-2,6,-11,-0.1,-4,-10,-2.1,-9,4
Cn1nc(C(F)(F)F)c(/C=N/OC(=O)c2ccccc2)c1Sc1ccc(Cl)cc1,0,-10,-1,-1.0,0,-1,-3.6,5,1
CC(=O)Nc1ccc(NS(=O)(=O)c2ccccc2)c2ccccc12,-10,-4,-2,-0.5,-1,-16,-0.5,-1,-4
CCCn1c(=O)c2c(c3ccccc31)OCC(=O)N2,-1,-8,-5,-0.3,7,4,-2.1,8,14
N#Cc1c(NC(NC(=O)c2ccco2)C(=O)c2ccccc2)sc2c1CCCC2 (stereo not given),3,-33,5,-3.2,-6,-10,-3.7,7,-9
CC1=C/C(=C(/c2cc(C)c(O)c(Br)c2)c2ccccc2S(=O)(=O)O)C=C(Br)C1=O,-9,8,1,-3.9,5,-10,-7.1,27,-73

# A draw from above in order of number of heavy atoms, highest first.
SMILES,GalR3 antag,CRFBP-R2 block,IDE cell inh,VIM-2 inh,IDE cell activ,p-CIP stab down,IMP-1 inhibitor,NS3 helicase inh,UBC9 SUMO inh
N#Cc1c(NC(NC(=O)c2ccco2)C(=O)c2ccccc2)sc2c1CCCC2 (stereo not given),3,-33,5,-3.2,-6,-10,-3.7,7,-9
C=CCn1c(SCC(=O)Nc2ccc(C)cc2C)nnc1-c1cccnc1,0,-10,2,-3.4,-8,-12,1.1,-6,9
COc1ccc(CCNc2nc(-c3sc(N)nc3C)cs2)cc1OC,-3,13,4,0.2,-2,-11,0.2,0,6

# (further entries)
SMILES,GalR3 antag,CRFBP-R2 block,IDE cell inh,VIM-2 inh,IDE cell activ,p-CIP stab down,IMP-1 inhibitor,NS3 helicase inh,UBC9 SUMO inh
O=C(CCc1nc2ccccc2c(=O)[nH]1)OCC(=O)c1ccc(C2CCCCC2)cc1,-5,12,-1,0.8,0,-14,-2.8,-4,18
CC(C)c1cccc(C(C)C)c1NC(=O)CCl,-2,-5,-3,-1.4,0,-9,-0.3,10,8
Cc1ccccc1C(=O)NC1CCSC1=O (stereo not given),2,0,0,-2.9,1,-3,-3.5,4,10
CCc1ccccc1NC(=O)Cn1nnc(-c2cccs2)n1,-4,-13,2,-2.5,6,-3,-2.0,9,11
O=C(O)C1CCCCC1C(=O)NCc1ccncc1 (stereo not given),-4,-14,3,-1.1,-2,-12,-1.5,0,2
CC(=O)N1c2ccc(S(=O)(=O)NCC3CCC(C(=O)N4CCC(C)CC4)CC3)cc2CC1C (stereo not given),4,-4,-2,-0.4,5,-18,-1.5,5,7
O=C(NC1=NCCS1)c1cccc(N2C(=O)c3ccccc3C2=O)c1,-4,12,2,-2.9,5,2,-4.7,-2,9
COC(=O)c1ccc(COc2ccccc2/C=C(\C#N)C(=O)NC(C)C)cc1,1,-9,-1,3.8,5,-4,0.8,18,2
COc1ccc(C(C)N2CC34C=CC(O3)C(C(=O)O)C4C2=O)cc1 (stereo not given),1,3,3,-0.2,3,2,-2.5,-4,-2
COCC(=O)NC1CCN(S(=O)(=O)c2ccc(C(=O)O)cc2)CC1,-4,4,-9,-1.2,2,-12,-0.2,-3,17
Cc1cc(C)c(C#N)c(SCC(=O)Nc2ccc3c(c2)OCO3)n1,-4,-2,1,-2.1,4,-11,-1.9,0,15
NS(=O)(=O)c1cc(C(=O)OCC(=O)c2ccccc2)c(Cl)cc1Cl,9,2,1,0.8,1,2,-1.8,-1,9
COc1ccc(CCNC(=O)COc2cc(=O)n(C)c3ccccc23)cc1OC,-3,2,-1,-0.9,-1,5,-4.1,-8,18
CCn1c(C(=O)N2CCCC(C(=O)NCCc3ccc(C)cc3)C2)cc2sccc21 (stereo not given),-6,-39,13,-1.7,-3,-5,-1.7,-11,0
Cc1cccc(C)c1NC(=O)NC1(C(=O)N2CCOCC2)CCCCC1,0,-5,-1,-0.7,4,6,-1.9,2,12
COCCCN(C(=S)Nc1cc(Cl)cc(Cl)c1)C(C)c1ccncc1 (stereo not given),-3,6,-3,-3.2,-1,3,-3.5,3,-5
COc1cc(CCC(=O)OCC(=O)Nc2ccccc2C(C)C)cc(OC)c1OC,-4,2,-1,-0.4,0,0,-2.0,1,-20
NC(=O)[C@@H]1CC2(CC(c3cccc(NC(=O)COc4ccc(Cl)cc4)c3)=NO2)CN1C(=O)c1ccccc1 (stereo not given in full),3,-3,-1,x,-4,-8,x,x,7
CN(c1ccccc1)c1nc(N)c(C#N)c(CC#N)c1C#N,5,1,9,-4.6,2,7,-3.2,6,3
O=C(Cn1c(C(F)(F)F)nc2ccccc21)Nc1ccccc1C(=O)O,-2,48,3,-0.6,-3,-4,-3.5,3,24
Cc1cc(C)c2nc(C)cc(N/N=C/c3ccc(O)cc3)c2c1,-10,-23,4,13*,1,-8,-0.8,-10,8
FC(F)Oc1ccccc1C1CC(c2ccc(Br)s2)Nc2ncnn21 (stereo not given),1,-5,5,-4.2,-1,-3,-4.2,-11,9
O=C(COC(=O)c1c(F)cccc1F)c1ccc[nH]1,x,-8,0,-2.4,x,-9,-1.2,-3,13
O=C(NCc1ccco1)c1cccnc1-c1nc2ccccc2s1,-3,-66,4,-0.2,-5,-10,-1.9,4,12
Cc1cccc(NC(=O)CSc2nnc(-c3ccccc3)n2N)c1C,-3,-4,-3,-2.1,3,3,-2.7,6,12

# Additional results follow:
SMILES,GalR3 antag,CRFBP-R2 block,IDE cell inh,VIM-2 inh,IDE cell activ,p-CIP stab down,IMP-1 inhibitor,NS3 helicase inh,UBC9 SUMO inh
CC(C)(C)c1ccc(C(=O)NN2CCOCC2)cc1,-4,2,3,-2.4,1,-5,-2.4,-1,-7
CCc1ccc(CCC(=O)Nc2ncc(Cc3ccccc3Cl)s2)o1,-6,-30,-2,-2.5,5,-7,-5.2,4,18
COc1ccc(CNS(=O)(=O)c2ccc3c(c2)NC(=O)C(C)S3)cc1 (stereo not given),-7,7,-2,1.3,-4,-11,-1.1,-2,12
O=C(Cn1nc2ccccc2n1)N/N=C/c1cc(Cl)cc([N+](=O)[O-])c1O,-3,16,x,-2.3,-1,-12,-3.6,18,29
Cc1ccc(N=C2SCCCN2C(=O)c2ccco2)cc1Cl,-2,-23,4,1.0,-4,2,-0.3,-5,8
Cc1noc(C)c1S(=O)(=O)N1CCC(C(=O)NCCc2ccc(S(N)(=O)=O)cc2)CC1,4,-10,-7,-0.9,0,-5,-0.2,0,10
Cc1n[nH]c(C)c1CN(C)C(=O)c1cc(COc2ccc(F)c(F)c2)on1,-2,0,-3,-3.3,1,-10,-2.2,1,4
Cc1ccc(C)n1-n1cnc2scc(-c3cccs3)c2c1=O,0,4,0,-3.9,6,6,-2.8,5,4
CC1CN(c2ccc(Oc3ccccc3)cc2)c2nc3c(c(=O)[nH]c(=O)n3C)n2C1 (stereo not given),2,12,x,-3.3,-2,2,-3.5,2,-9
CC1CCN(C(=O)Cn2nc(C(F)(F)F)c3c2CCCC3)CC1,-1,1,7,-1.2,-1,-2,-2.6,6,2
COc1ccc(CC(=O)NNC(=O)CSc2ccc(C)cc2)cc1,-6,-1,-1,-3.6,5,-7,-2.6,2,18
CCOC(=O)CNC(=O)CSc1ccc2nnc(-c3ccc(F)cc3)n2n1,-4,4,-1,-1.8,2,5,-3.6,1,32
CC(=O)NNC(=O)CSc1nnc(-c2ccccc2)c(-c2ccccc2)n1,-9,2,-4,-2.1,-2,-7,1.8,11,9
CCSc1nnc(NC(=O)CCc2ccccc2)s1,-4,6,4,-2.3,-5,-4,-4.7,5,-23
COc1ccc(C)c2sc(N3CCCC3)nc12,-2,-5,-2,-0.1,3,-1,3.8,0,-2
CCCS(=O)(=O)Nc1cc(C(F)(F)F)ccc1OCCOC,-3,14,4,-0.2,3,-17,-2.8,-8,13
N#Cc1ccc(CN2C(=O)NC3(CCCCCC3)C2=O)cc1,-9,-5,8,-6.5,0,-16,-3.6,9,-3
COc1cccc(C(=O)Nc2cc3c(cc2N2CCCC2)n(C)c(=O)n3C)c1,2,31,3,-1.8,-5,-4,-1.5,4,11
COc1cc(/C=N/NC(N)=S)cc(Br)c1OCc1ccccc1F,-9,-10,7,-1.1,4,-14,-3.5,0,-6
CCOC(=O)C1=C(COC(=O)CCOc2cccc(C)c2)NC(=O)NC1C (stereo not given),-1,8,7,x,1,x,x,x,x
